# TNF necrop inh = inhibitors of TNF-alpha induced necroptosis in Jurkat FADD-/- cells | Jurkat FADD-/- TNF necroptosis rescue, ATP luminescence, 24 h; 0 = TNF only, 100 = no-TNF cells | activation (protection from cell death), % at 10 µM | 220,000 tested, 0.068% active | AID 463075;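 active = activation, meaning protection from cell death, of at least 50% relative to plate controls; inactive = activation below 50%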;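 note: necroptosis triggered by 40 ng/mL TNF-alpha added together with compound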
# TRPML3 ag = agonists of human TRPML3 channel. AID 1448. 220,000 tested, 0.29% active. HEK293 TRPML3-YFP, Fluo-8 calcium fluorescence; 100% = the carbachol control signal. activation, % at 3 µM. Q8TDD5;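 active = activation above its plate's cutoff, the mean activation of the plate's test wells plus 3 SD, cut at about 12% in these data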;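 note: 0% = DMSO only wells and 100% = carbachol wells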
# Target sequence (Q8TDD5 whole entry, looked up): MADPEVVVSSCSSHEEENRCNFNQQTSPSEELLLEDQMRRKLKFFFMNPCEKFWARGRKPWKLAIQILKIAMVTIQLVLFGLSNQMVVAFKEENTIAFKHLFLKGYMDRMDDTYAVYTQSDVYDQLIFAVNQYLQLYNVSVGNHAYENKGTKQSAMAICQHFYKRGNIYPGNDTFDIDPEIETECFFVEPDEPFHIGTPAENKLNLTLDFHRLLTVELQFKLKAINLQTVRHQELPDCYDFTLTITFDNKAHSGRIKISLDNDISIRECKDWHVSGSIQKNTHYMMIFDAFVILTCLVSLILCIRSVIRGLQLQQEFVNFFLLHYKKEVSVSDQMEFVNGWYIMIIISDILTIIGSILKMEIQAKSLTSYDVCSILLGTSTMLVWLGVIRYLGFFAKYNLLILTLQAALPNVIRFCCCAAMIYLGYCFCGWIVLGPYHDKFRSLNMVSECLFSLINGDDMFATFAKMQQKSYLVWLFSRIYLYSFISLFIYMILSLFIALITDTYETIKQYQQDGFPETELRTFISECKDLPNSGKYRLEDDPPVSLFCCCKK
#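 Material: TRPML3-YFP stable HEK293 cells | Dosing: One concentration, 3 µM nominal, 0.3% DMSO | Timing: 125 s total fluorescence read per well | Technique: Fluo-8 calcium dye fluorescence, ex 470-495, em 515-575 nm | Measure: Percent activation from peak-to-basal fluorescence ratio, scaled between DMSO and carbachol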
# PPC-1+TRAIL kill = PPC-1 cancer cell killing with TRAIL present | PPC-1 cells + TRAIL, ATPLite viability luminescence | cell killing (% activity), % at 4 µM | 220,000 tested, 0.41% active | AID 1443;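 active = cell killing above 50% in the first pass at 4 µM, then a duplicate retest at 5 µM averaging 50% or more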;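 note: plate controls were cells with TRAIL plus DMSO for no effect and medium-only wells lacking cells for full effect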
# Ba/F3 V617F tox = lowers viability of Ba/F3 cells expressing EpoR and JAK2V617F. ATP luminescence. 220,000 tested, 1.1% active. inhibition, % at 5.6 µM;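 active = inhibition above the campaign mean plus 3 SD over all tested compounds, cut at about 24% in these data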;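 note: cytokine-independent growth of Ba/F3 cells driven by EpoR plus mutant JAK2; 0% = DMSO-treated cells and 100% = JAK inhibitor I control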
# Wee1 stabilizer = inhibitors of human Wee1 degradation; HeLa Luc-Wee1K328M stability, luciferase luminescence; 100% = proteasome inhibitor MG132 effect; reporter increase, % at 5 µM; 220,000 tested, 1.2% active;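 active = activation above the mean of all tested compounds plus 3 SD, set per screening run, cut at about 8.8% in these data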;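 note: cells exposed to compound for 20 h before luminescence read; 0% = DMSO alone and 100% = MG132 at 30 µM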
# TRPN1 ag = zebrafish TRPN1 (NompC) channel agonism; HEK293 zebrafish TRPN1-YFP, Fluo-8 calcium fluorescence; 100% = response to 87 µM carbachol; 220,000 tested, 0.18% active; activation, % at 3 µM;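 active = activation above its plate's cutoff, the mean activation of test wells on that plate plus 3 SD, cut at about 19% in these data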;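 note: 0% = DMSO alone and 100% = 87 µM carbachol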
#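 Material: zebrafish TRPN1-YFP in HEK293 cells. Doses: one dose of 3 µM, 0.3% DMSO. Incubation: dye 1 h 37 °C plus 30 min RT. Measured by: intracellular calcium fluorescence with Fluo-8.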
# BaF3 parental = counter-screen for JAK2V617F inhibitors: parental Ba/F3 viability inhibitors; CellTiter-Glo ATP luminescence; inhibition, % at 5.6 µM; AID 1486; 220,000 tested, 1.1% active;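 active = inhibition above a per-campaign cutoff, the mean inhibition of all tested compounds plus 3 SD, cut at about 27% in these data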;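 note: 0% = DMSO wells and 100% = JAK Inhibitor I control wells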
# RBBP9 inhibitor = inhibitors of human serine hydrolase RBBP9 | O75884 | recombinant RBBP9, FP-Rh probe fluorescence polarization | inhibition, % at 7.94 µM | 220,000 tested, 0.2% active;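 active = inhibition above the campaign mean of all tested compounds plus 3 SD, cut at about 14% in these data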;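 note: plate controls were DMSO wells with RBBP9 for no effect and wells lacking RBBP9 protein for full effect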
# Target sequence (O75884 whole entry, looked up): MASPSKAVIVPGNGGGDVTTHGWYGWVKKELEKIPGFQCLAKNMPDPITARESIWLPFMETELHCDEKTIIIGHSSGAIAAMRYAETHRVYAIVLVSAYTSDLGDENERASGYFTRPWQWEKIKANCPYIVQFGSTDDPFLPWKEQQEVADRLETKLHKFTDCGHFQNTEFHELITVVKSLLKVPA
#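 System: RBBP9 protein | Quantity: 2.5 µM RBBP9 dispensing solution, before mixing | Reagent: FP-Rh probe, 375 nM dispensing solution | Timing: Enzyme-compound preincubation 30 min, then probe labeling 45 min, 25 °C | Measured by: Fluorescence polarization | Read-out: % inhibition | Replication: One well per compound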
# CHOP inhibitor = inhibitors of CHOP induction in ER stress response; CHO-K1 CHOP-promoter luciferase, tunicamycin-induced, 15-18 h; inhibition, % at 10 µM; 220,000 tested, 3.8% active;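 active = compounds that reduced the stress-induced luciferase reporter signal by more than about 70% of percent inhibition, limit read from the data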;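 note: 0% = tunicamycin plus vehicle and 100% = wells without tunicamycin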
# * hit, by the source's call; . = not tested or not shown; [ ] = dose if it differs, or a comment. Compounds were not picked by outcome. About 6.8% of those tested had a hit in this group.
1) Cc1ccc(C2CC(c3ccccc3)=NN2C(=O)CSc2nnc(-c3ccc(Cl)cc3)o2)o1 (centres undefined)
2) COc1ccc(Cl)cc1-n1c(N)c(C(N)=O)sc1=S
3) COc1ccc(S(=O)(=O)CC(O)CN2CCCC2=O)cc1 (centres undefined)
4) CCn1c(SCC(=O)N/N=C/C=C\c2ccccc2[N+](=O)[O-])nnc1-c1ccccc1
5) C=CCOc1ccc(/C=N\NC(N)=S)cc1
6) COc1ccccc1NS(=O)(=O)c1cc(NC(=O)c2cnccn2)ccc1N1CCOCC1
assay / compound	1	2	3	4	5	6
TNF necrop inh	-1.1	-1.9	-1.5	-7.0	-6.4	0.9
TRPML3 ag	0.3	-0.2	0.0	-0.8	-0.4	0.5
PPC-1+TRAIL kill	38	16	-15	-8	11	-15
Ba/F3 V617F tox	0	-2	0	0	7	1
Wee1 stabilizer	-1	-3	-3	1	0	0
TRPN1 ag	-0.2	0.6	1.3	0.3	-1.3	0.3
BaF3 parental	6	1	-1	8	9	4
RBBP9 inhibitor	-1	-1	2	-3	-6	-7
CHOP inhibitor	21	14	-5	50	-21	-15

7) O=C(CN1C2CCC1CC(NC(=O)NC1CCCCC1)C2)NC1CC1 (centres undefined)
8) Cc1ccc(NC(=O)Cn2nc([N+](=O)[O-])c(Br)c2C)cc1C
9) Cc1nnc(NC(=O)CCNC(=O)c2ccccc2Cl)s1
10) COc1ccc(CCNC(=O)CCNS(=O)(=O)c2cccc3nonc23)cc1OC
11) CC1(C(=O)O)CCC(C(=O)Nc2ccccc2O)C1(C)C (centres undefined)
12) COc1cc(NC(=S)NCCc2ccc(S(N)(=O)=O)cc2)c(OC)cc1Cl
assay / compound	7	8	9	10	11	12
TNF necrop inh	-2.0	-0.1	1.2	-0.5	2.1	-3.5
TRPML3 ag	0.7	-0.2	1.1	0.5	0.0	0.4
PPC-1+TRAIL kill	-4	0	-8	17	9	9
Ba/F3 V617F tox	-1	-3	-3	-3	5	4
Wee1 stabilizer	-3	-2	0	-2	-3	2
TRPN1 ag	0.7	0.0	-1.6	-1.1	14	0.2
BaF3 parental	-1	1	5	2	6	3
RBBP9 inhibitor	-3	1	-4	-1	-6	2
CHOP inhibitor	-5	38	-9	20	26	-5

# Compound profiles, from the list above. Screens in order: TNF necrop inh | TRPML3 ag | PPC-1+TRAIL kill | Ba/F3 V617F tox | Wee1 stabilizer | TRPN1 ag | BaF3 parental | RBBP9 inhibitor | CHOP inhibitor
# Results for Cc1nnc(NC(=O)CCNC(=O)c2ccccc2Cl)s1 → 1.2 | 1.1 | -8 | -3 | 0 | -1.6 | 5 | -4 | -9
# Results for CC1(C(=O)O)CCC(C(=O)Nc2ccccc2O)C1(C)C (centres undefined) → 2.1 | 0.0 | 9 | 5 | -3 | 14 | 6 | -6 | 26
# Results for COc1ccc(CCNC(=O)CCNS(=O)(=O)c2cccc3nonc23)cc1OC → -0.5 | 0.5 | 17 | -3 | -2 | -1.1 | 2 | -1 | 20
# Results for O=C(CN1C2CCC1CC(NC(=O)NC1CCCCC1)C2)NC1CC1 (centres undefined) → -2.0 | 0.7 | -4 | -1 | -3 | 0.7 | -1 | -3 | -5

# Going on with the list:
13) CCCOC(=O)CCc1n[nH]c(=O)[nH]c1=O
14) Cc1cccc(C)c1NC(=O)CN(c1ccccn1)S(=O)(=O)c1ccc(F)cc1
15) COc1cc(/C=N/NC(=O)c2ccncc2)ccc1OC(=O)c1ccccc1Cl
16) CCc1ccc(S(=O)(=O)NC(CC(=O)O)c2ccccc2)cc1 (centres undefined)
17) O=C(N/N=C/c1ccccc1)c1cc(-c2ccc3c(c2)OCO3)n[nH]1
18) NC(=O)NC(=O)COC(=O)CNS(=O)(=O)c1ccc(F)c(F)c1F
assay / compound	13	14	15	16	17	18
TNF necrop inh	-3.1	-0.5	-1.0	0.3	-2.2	0.8
TRPML3 ag	1.2	0.4	1.8	0.1	0.2	1.2
PPC-1+TRAIL kill	-4	1	-14	6	20	19
Ba/F3 V617F tox	-3	2	0	4	-5	-1
Wee1 stabilizer	2	3	-3	0	-2	1
TRPN1 ag	-0.5	0.3	4.5	1.2	-0.1	0.5
BaF3 parental	3	4	4	6	1	-1
RBBP9 inhibitor	-1	1	-10	4	-4	-16
CHOP inhibitor	-27	9	21	-17	-13	-2

# Down the list, as entered above:
# Ba/F3 V617F tox, compounds 13–18, in order: -3, 2, 0, 4, -5, -1
# TNF necrop inh, compounds 13–18, in order: -3.1, -0.5, -1.0, 0.3, -2.2, 0.8
# PPC-1+TRAIL kill, compounds 13–18, in order: -4, 1, -14, 6, 20, 19

# Additional compounds
19) CCn1ncc(/C=C/C(=O)Nc2c(C)nn(Cc3ccc(Cl)cc3Cl)c2C)c1C
20) O=C(COC(=O)COc1ccccc1[N+](=O)[O-])Nc1ccccc1Br
21) Cc1cccc2cc(CN(Cc3ccc4c(c3)OCO4)Cc3nnnn3C3CCCC3)c(=O)[nH]c12
22) CC(=O)Nc1ccc(SCC(=O)c2cc(C)n(Cc3cccs3)c2C)cc1
23) CCC(=O)Nc1ccc(S(=O)(=O)N2CCOCC2)cc1
24) CC(=O)N=c1c(C#N)cc2c(=O)n3ccccc3nc2n1CCCOC(C)C
assay / compound	19	20	21	22	23	24
TNF necrop inh	-16	1.3	-1.9	-0.9	1.2	1.6
TRPML3 ag	0.6	-0.4	-0.4	0.0	1.4	0.9
PPC-1+TRAIL kill	-6	2	8	39[5 µM]	11	3
Ba/F3 V617F tox	1	1	-1	1	-3	-2
Wee1 stabilizer	2	-3	-1	0	-2	-2
TRPN1 ag	3.0	-1.1	0.4	0.4	-0.1	1.1
BaF3 parental	2	4	2	7	0	3
RBBP9 inhibitor	5	-1	-8	0	2	8
CHOP inhibitor	24	19	27	35	13	-12

25) CC(=O)C1C(c2ccc(F)c(F)c2)NC(=O)NC1(O)C(F)(F)F (centres undefined)
26) CCCc1cc(=O)[nH]c(Nc2ccc(N3CCCCC3)cc2)n1
27) COc1cccc(N2CCN(Cc3ccsc3)CC2)c1
28) Oc1c(C(c2ccccc2)N2CCc3ccccc3C2)sc2ncnn12 (centres undefined)
29) Cc1ccc(S(=O)(=O)Oc2ccc(/C=N/NC(=O)c3nn(C)cc3[N+](=O)[O-])cc2)cc1
30) Cn1c(N)c(C(=O)COC(=O)CCC(=O)c2ccc(F)cc2)c(=O)n(C)c1=O
assay / compound	25	26	27	28	29	30
TNF necrop inh	-0.4	-1.4	0.8	-0.3	1.8	-0.6
TRPML3 ag	0.8	0.1	0.0	0.5	-0.1	0.4
PPC-1+TRAIL kill	0	13	-22	.	1	12
Ba/F3 V617F tox	-1	-3	-1	-2	0	-4
Wee1 stabilizer	4	-1	-2	-1	0	-2
TRPN1 ag	1.1	-0.8	-0.7	2.1	1.1	1.1
BaF3 parental	2	4	-1	3	7	-1
RBBP9 inhibitor	6	3	-3	-4	0	2
CHOP inhibitor	30	107*	-3	1	15	-8

31) CCCC(=O)n1nc(NCc2ccc(OC)cc2)nc1NCc1ccc(OC)cc1
32) COc1cccc(NC(=O)C2CCCN(S(=O)(=O)c3cccc4cccnc34)C2)c1 (centres undefined)
33) COC(=O)CN(c1ccc(C)cc1)S(=O)(=O)c1ccc2c(c1)n(C)c(=O)c(=O)n2C
34) CC(C)C[C@H](NC(=O)c1nc[nH]c1C(=O)NCc1ccccc1)C(=O)OCc1ccccc1
35) O=C(Nc1nc2ccccc2n1Cc1ccc(Cl)cc1)c1ccco1
36) Cc1ccc(C(=O)Nc2nnc(-c3ccncc3)o2)cc1
assay / compound	31	32	33	34	35	36
TNF necrop inh	2.2	-3.9	-3.2	1.1	1.8	-0.6
TRPML3 ag	-0.3	-0.6	-0.2	1.2	1.5	0.8
PPC-1+TRAIL kill	-4	9	10	14	7	1
Ba/F3 V617F tox	2	0	-2	2	-4	2
Wee1 stabilizer	3	-2	-1	0	-3	2
TRPN1 ag	0.4	2.4	2.5	1.9	-0.4	-0.3
BaF3 parental	3	3	5	-5	2	3
RBBP9 inhibitor	-7	-3	-10	-21	-6	-1
CHOP inhibitor	8	52	27	8	103*	-6

37) COC(=O)c1ccc(COC(=O)CNS(=O)(=O)c2ccccc2)cc1
38) COCC1CCN(Cc2nc(Cc3ccccc3Cl)no2)CC1
39) CCn1c(C)nc2cc(C(N)=O)ccc21
40) O=C(Nc1ccc(F)cc1)C(Cc1ccccc1)n1cccc1 (centres undefined)
41) O=C(/C=C/c1ccccc1)NCCC1=CCCCC1
42) Cc1ccc(NC(=O)/C=C/c2ccc(Cl)cc2)nc1
assay / compound	37	38	39	40	41	42
TNF necrop inh	-0.8	0.6	1.7	1.1	2.3	-7.4
TRPML3 ag	0.4	0.8	0.7	1.3	-1.3	1.6
PPC-1+TRAIL kill	12	8	9	8	4	21
Ba/F3 V617F tox	1	-1	1	1	-4	-1
Wee1 stabilizer	0	3	2	12*	-1	4
TRPN1 ag	0.6	-1.0	3.6	0.9	-2.9	2.2
BaF3 parental	5	-2	2	0	2	6
RBBP9 inhibitor	-10	-10	-7	-6	-3	-6
CHOP inhibitor	7	10	-6	26	12	2

43) S=C(NCCc1ccccc1)NCCc1ccccc1
44) CC(C)OCCCNc1nc2c(-c3ccccc3)nnn2c2ccccc12
45) CCCCC(=O)OCC(=O)Nc1ccc(OC(F)F)cc1
46) CC(C)S(=O)(=O)c1csc(NC(=O)Nc2ccc(Cl)cc2)c1
47) O=C(C1CCC1)N1CCC(O)(c2cccc(F)c2)CC1
48) O=C(NC(NC(=S)N1CCOCC1)C(Cl)(Cl)Cl)c1cccc2ccccc12 (centres undefined)
49) N#C/C(=C\c1cc(Cl)c(OCc2ccc(Cl)cc2)c(Cl)c1)C(N)=O
50) C[N+](C)(C)CCN(Cc1ccc(Cl)cc1)c1ccccn1
51) CCOC(=O)c1[nH]c(C)c(/C(O)=C2\C(=O)C(=O)N(CCCN3CCOCC3)C2c2cccs2)c1C (centres undefined)
assay / compound	43	44	45	46	47	48	49	50	51
TNF necrop inh	0.5	1.9	-0.6	0.4	0.0	0.4	-2.1	-1.5	3.6
TRPML3 ag	-0.1	0.5	-0.2	6.6	0.3	1.0	-0.2	0.3	0.0
PPC-1+TRAIL kill	16	4	-4	19	11	0	-3	17	1
Ba/F3 V617F tox	0	-5	0	-2	-2	3	3	33*	70*
Wee1 stabilizer	5	0	-1	6	1	3	3	-4	0
TRPN1 ag	-0.5	-1.3	0.0	21*	0.4	0.7	1.2	0.2	2.0
BaF3 parental	7	1	7	2	3	9	-4	29*	72*
RBBP9 inhibitor	3	1	0	-2	-1	-4	-4	-9	0
CHOP inhibitor	-12	-1	11	26	8	23	9	49	14
